# GAA glycogen = alters human alpha-glucosidase cleavage of glycogen; Potency, µM (titrated, usually from 76.4 µM), inactives show at the top dose activity change, negative = inhibition, hits mostly inhibitors; 0.38% of 300,000 active; AID 2100; recombinant GAA, glycogen substrate, Amplex Red glucose oxidase fluorescence; P10253; active means well fitted inhibition curve with a large enough effect; inconclusive means small, poorly fitted or top-dose-only effect, or another doubt; inactive means no such curve, though single readings can be large or run the other way;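 further: 0% = full enzyme reaction and -100% = no-enzyme basal signal; the screen sought inhibitors and activators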
#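 qHTS, 1536-well; enzyme 4 nM final; cpd up to 77 uM; substrate bovine liver glycogen 30 ug; 50 mM citrate/phosphate pH 5.0, 0.01% Tween-20; 37 C, 40 min; Amplex Red detection 45 min RT; Hill fit → AC50.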
# Active calls of the source: *; ? = inconclusive; [ ] = another dose, or the depositor's remark. Potency means the concentration at half of the fitted maximal effect. An excerpt; rates above refer to the full screens.
# Preview, four compounds:
SMILES,GAA glycogen
CSCC[C@H](NC(=O)N1CCn2c1nc1ccccc12)C(=O)N1CCCCC1,-6.7%[76.3 µM]
C[C@@H]([C@@H](O)c1ccccc1)N(C)C(=O)C(N)Cc1ccccc1 (stereo partly drawn),20.3%[76.3 µM]
CCc1nc(C)cn1S(=O)(=O)c1ccc(Br)cc1,-11.5%[76.3 µM]
Cn1c(C(=O)Nc2ccc(Cl)cc2)cc2cc(Cl)ccc21,-6.1%[76.3 µM]

# This part in full, from the first entry:
SMILES,GAA glycogen
CSCC[C@H](NC(=O)N1CCn2c1nc1ccccc12)C(=O)N1CCCCC1,-6.7%[76.3 µM]
C[C@@H]([C@@H](O)c1ccccc1)N(C)C(=O)C(N)Cc1ccccc1 (stereo partly drawn),20.3%[76.3 µM]
CCc1nc(C)cn1S(=O)(=O)c1ccc(Br)cc1,-11.5%[76.3 µM]
Cn1c(C(=O)Nc2ccc(Cl)cc2)cc2cc(Cl)ccc21,-6.1%[76.3 µM]
COc1ccc(CC(=O)N2CCN(c3ccccc3)CC2)cc1,0.1%[76.3 µM]
CCN(CC(=O)Nc1ccccc1OC)C(=O)CSCc1c(C)noc1C,-2.9%[76.3 µM]
COc1ccc(C)cc1COC(=O)c1[nH]c(C)c(C(C)=O)c1C,-4.0%[76.3 µM]
COc1ccccc1NC(=O)Nc1ccc2c(c1)CCC2,-9.8%[76.3 µM]
COc1ccc(/C=C(\C#N)c2c[nH]c3ccccc23)cc1,-0.3%
O=S(=O)(NC1CC1)c1ccc(Cl)cc1,-6.1%[3.05 µM]
COc1ccc(NC(=O)CCCC(=O)NCCc2ccc(OC)c(OC)c2)cc1,10.1%[76.3 µM]
CC(=O)Nc1ccc(N2CCN(c3ccc(F)cc3)CC2)cc1,-1.3%
CN(CCOc1ccc(Cl)c(Cl)c1)Cc1ccccc1,15.6%[76.3 µM]
CN(Cc1ccccc1O)CC1CCCN(CCc2ccc(Cl)cc2)C1 (stereo not drawn),8.2%[76.3 µM]
CC(C)C(C(=O)NCC1CCCO1)N(C(=O)CNS(=O)(=O)c1ccc(F)cc1)C1CCCCC1 (stereo not drawn),-8.8%
O=C(Cc1ccc(-c2ccccc2)cc1)Nc1ncccc1O,2.6%[76.3 µM]
CC(=O)N1c2ccc(S(=O)(=O)N3CCCCC3)cc2CC1C(=O)Nc1ccccc1C(F)(F)F (stereo not drawn),0.4%[76.3 µM]
COc1ccc(-c2noc(CNC(=O)c3ccc4c(c3)OCO4)n2)cc1OC,-3.0%[76.3 µM]
CCn1cc(C(=O)O)c(=O)c2cc(F)c(N3CCN(C(=S)NC(=O)c4c(OC)cccc4OC)CC3)cc21,3.1%
O=C(CSc1nncc2ccccc12)Nc1ccccc1,5.0%
CN(C(=O)CN1CCN(c2ccccc2F)CC1)C1CCCc2ccccc21 (stereo not drawn),-1.8%[76.3 µM]
Cc1[nH]c2nc3ccccc3n2c(=O)c1CCC(C)C,-9.3%[76.3 µM]
COc1ccccc1/C=C1/C(=O)N(c2ccc([N+](=O)[O-])cc2)N=C1C,-5.6%[76.3 µM]
O=C(COc1ccc(F)cc1)N1CCCCCCC1,0.1%[76.3 µM]
Cc1ccccc1N1CC(C(=O)Nc2ccc(S(=O)(=O)N3CCOCC3)cc2)CC1=O (stereo not drawn),0.6%
CC(=O)Nc1ccc(S(=O)(=O)N2CCc3ccccc3C2CC(=O)O)cc1 (stereo not drawn),5.0%
CSc1ccc(NC(=O)N2CCC(C(=O)c3ccc(F)cc3)CC2)cc1,-24.4%[76.3 µM]
COc1ccc(CNC(=O)CN2C(=O)NC(C)(c3ccc(Cl)cc3)C2=O)cc1 (stereo not drawn),-1.9%
CCN(CC)CCSc1nnc2c3ccccc3n(CCc3ccccc3)c2n1,1.8%
CN(Cc1ccc(F)cc1)C(=O)CNC(=O)C1CCCCC1,-6.4%[76.3 µM]
Cc1ccc(N(C(=O)CCC(=O)Nc2ccccn2)C(C(=O)NC(C)C)c2ccc(F)cc2)cc1 (stereo not drawn),-2.9%
Oc1cccc(Nc2nc(N3CCOCC3)nc(N3CCOCC3)n2)c1,9.3%[76.3 µM]
COc1ccccc1CN1C(=NC(=O)C2CCCCC2)SC2CS(=O)(=O)CC21 (stereo not drawn),1.7%[76.3 µM]
O=C(CNc1cccc([N+](=O)[O-])c1)NCCCc1ccccc1,-1.6%[76.3 µM]
Cc1ccc(C(=O)N2CCCC(N3CCN(c4ccccc4C)CC3)C2)c(=O)[nH]1 (stereo not drawn),1.3%[76.3 µM]
CCN(Cc1ccccc1)S(=O)(=O)c1c[nH]c(C(=O)OC)c1,5.0%[76.3 µM]
Cc1ccc(CNC(=O)Cn2nnc(C(=O)Nc3cc(C)ccc3C)c2N)cc1,-0.8%[76.3 µM]
Cc1ccc2c(c1)N(C(=O)CCC(=O)NCc1cccnc1)CC(C)O2 (stereo not drawn),0.6%[76.3 µM]
CC(=O)c1ccc(NC(=O)CC(C)S(=O)(=O)c2ccc3c(c2)CCN3C(C)=O)cc1 (stereo not drawn),0.3%[76.3 µM]
CC(C)Cc1ccc(C(C)C(=O)Nc2cccnc2)cc1 (stereo not drawn),-13.8%[76.3 µM]
COc1ccc2[nH]c3c(c2c1)CCN1C(=O)N([C@@H](C)C(=O)NCc2ccccc2)C(=O)[C@]31C,-1.8%[76.3 µM]
CC(C)(C)NC(=O)N1CCN(c2nc3ccc(Cl)cc3s2)CC1,-5.4%
CC1=CC=CN2C1=NC(=O)CC2(C)C(=O)N(CC(=O)NC1CCCC1)Cc1ccccc1 (stereo not drawn),0.2%
CCCC(c1nnnn1C1CCCCC1)N1CCN(C(=O)c2ccco2)CC1 (stereo not drawn),8.9%[76.3 µM]
CCN(Cc1nc(-c2cccc(C)c2)no1)C(=O)c1ccc2c(c1)OCO2,-0.7%
Cc1ccc(OCC(O)CN2CCOCC2)cc1C (stereo not drawn),-1.3%[76.3 µM]
CN(C)/C=N/C1=C(C#N)C(c2ccc(Br)cc2)c2ccc3ccccc3c2O1 (stereo not drawn),5.0%
COC(=O)C1=C(C)N(Cc2ccccc2)C(=NCc2ccc(OC)cc2)N[C@H]1c1ccccc1,17.2%[76.3 µM]
COC(=O)Cn1c(C(O)c2ccccc2)nc2ccccc21 (stereo not drawn),0.2%[76.3 µM]
COc1ccc(CCNC(=O)[C@H](C)N2C(=O)N3CCc4c([nH]c5ccccc45)[C@@]3(C)C2=O)cc1,-12.4%[76.3 µM]
CC(=O)Oc1ccc(C2(C)CC(C)(C)Oc3cc(OC(C)=O)ccc32)c(OC(C)=O)c1 (stereo not drawn),3.3%[76.3 µM]
O=c1ccc2cc(S(=O)(=O)NCCCc3ccccc3)ccc2[nH]1,5.7%
O=C(NCC1CCN(Cc2ccccc2F)CC1)Nc1ccccc1F,1.7%
CCOc1cc(C2C(C(=O)c3ccco3)=C(O)C(=O)N2Cc2ccccc2)ccc1O (stereo not drawn),0.2%
Cc1cccc(OCC(=O)NCCNC(=O)c2ccncc2)c1,1.6%
Cc1ccc(N(C(=O)c2csnn2)C(C(=O)NC2CCCCC2)c2ccncc2)c(C)c1 (stereo not drawn),-14.8%
N#Cc1ccccc1NC(=O)CN1C(=O)NC2(CCCC2)C1=O,2.9%
Cc1ccc(OCc2ccc(C(=O)O)o2)cc1C,-3.1%
S=C(NCCCc1ccccc1)NCc1ccccc1,1.7%[76.3 µM]
CC(=O)N1CCN(c2ccc(NC(=O)c3ccc(Cl)c([N+](=O)[O-])c3)cc2)CC1,-1.5%

# The results go on.
SMILES,GAA glycogen
CC(=O)N(c1nnc(-c2ccc(C)cc2)s1)C1CCCC1,-2.2%[76.3 µM]
COc1ccc(O)c(C(=O)c2cnc3c(c2)c(C)nn3CCO)c1,-21.5%[76.3 µM]
COc1ccc(NC(=O)CSc2nnc(C3CCCCC3)n2N)cc1OC,-14.1%[76.3 µM]
O=C1CCCN1CC(O)CS(=O)(=O)Cc1ccccc1Cl (stereo not drawn),2.8%
CN(C(=O)c1ccco1)c1nc(-c2ccc(F)cc2)cs1,7.5%[76.3 µM]
Nc1nonc1-n1nnc(C(=O)N/N=C/c2ccccc2Cl)c1-c1ccccc1,0.0%
Cc1cccc(OCC(=O)NNS(=O)(=O)c2ccccc2F)c1,-14.4%
CCOC(=O)c1cc(S(=O)(=O)N2CCN(c3ccccc3OC)CC2)cn1C,?
COc1cccc(-c2c(NC(=O)c3ccco3)oc3ccc(Cl)cc3c2=O)c1,0.4%[76.3 µM]
COc1ccc(NS(=O)(=O)c2ccc3c(c2)N(C(C)=O)CCS3)cc1,-4.8%[76.3 µM]
CC(=O)O[C@]1(C(C)=O)CCC2C3CCC4=C/C(=N/OCC(=O)O)CC[C@]4(C)C3CC[C@@]21C (stereo partly drawn),6.2%
O=C(Nc1ccc(S(=O)(=O)N2CCCC2)cc1)c1cc(F)c(F)cc1Cl,-5.5%[76.3 µM]
CCOc1ccc(N2CC(C(=O)N3CCCc4ccccc43)CC2=O)cc1 (stereo not drawn),-8.5%
Cc1ccc(C2=NS(=O)(=O)N(C)C(C(=O)NC3CCCCC3)=C2)cc1,-2.1%[76.3 µM]
COc1cc(OC)c(/C=N/n2c(C3CCCCC3)n[nH]c2=S)c(OC)c1,0.1%
CCOc1ccc(C(=O)OCC(=O)N2CC(C)OC(C)C2)cc1OCC (stereo not drawn),-3.7%
Oc1ccc(C2=NNC(c3ccc(O)cc3)=NN2)cc1,-15.2%
COC(=O)c1c(N)sc(C(=O)NCCc2ccccc2)c1C,-0.5%[76.3 µM]
NC(=S)N/N=C/c1ccccc1OC(=O)c1cc2ccccc2oc1=O,-7.6%[76.3 µM]
CCOC(=O)N1CCN(C(=O)c2c[nH]c3ccc(S(=O)(=O)N(C)c4cccc(C)c4)cc3c2=O)CC1,7.6%[76.3 µM]
O=C(O)c1ccc(NS(=O)(=O)c2cc(Cl)sc2Cl)cc1,5.5%
CCOc1ccccc1C1c2[nH]c3ccccc3c2C[C@H]2C(=O)N(C3CC3)CC(=O)N12 (stereo partly drawn),-1.3%
COc1ccc(OC)c(/C=N/NC(=O)c2c(C)nc3ccc(C)cn23)c1,2.9%
Cc1ccc(N(C(=O)c2csnn2)C(C(=O)NC2CCCCC2)c2ccncc2)cc1 (stereo not drawn),-1.1%

# Sorted by count of non-hydrogen atoms (largest number first): some entries from above.
SMILES,GAA glycogen
CCOC(=O)N1CCN(C(=O)c2c[nH]c3ccc(S(=O)(=O)N(C)c4cccc(C)c4)cc3c2=O)CC1,7.6%[76.3 µM]
Cc1ccc(N(C(=O)c2csnn2)C(C(=O)NC2CCCCC2)c2ccncc2)cc1 (stereo not drawn),-1.1%
COc1cc(OC)c(/C=N/n2c(C3CCCCC3)n[nH]c2=S)c(OC)c1,0.1%
O=C(O)c1ccc(NS(=O)(=O)c2cc(Cl)sc2Cl)cc1,5.5%

# (list continues)
SMILES,GAA glycogen
CCCCN1C(=O)/C(=C2\SC(N3CCOCC3)=NC2=O)c2ccccc21,-1.9%[76.3 µM]
Cc1ccc(C(=O)Nc2ccc3c(c2)nc(CCNC(=O)c2ccco2)n3C)cc1,2.4%
COc1ccc(C2C(C#N)=C(N)Oc3cc(N)ccc32)cc1 (stereo not drawn),-0.8%[76.3 µM]
CCOc1cc(C2C3=C(CC(C)(C)CC3=O)N(CCOC)C3=C2C(=O)CC(C)(C)C3)ccc1OC,-12.3%[76.3 µM]
Cc1ccc(OCC(=O)N2CCc3ccccc3C2)cc1,-13.0%[76.3 µM]
O=S(=O)(Nc1ccccc1)c1ccc(NS(=O)(=O)c2cccs2)cc1,3.2%
N/N=C(\c1ccccc1)c1cc(Cl)ccc1N,-2.3%[76.3 µM]
CC1=C(C(=O)OC2CCCCC2)C(c2ccc(O)cc2)NC(=O)N1 (stereo not drawn),12.3%[76.3 µM]
CC(=O)Oc1ccc(N(C(C)=O)S(=O)(=O)c2ccc(C)cc2C)c2ccccc12,-4.6%[76.3 µM]
COC(=O)c1cc2c(=O)c3ccccc3oc2nc1C,7.0%
COc1ccccc1CNCc1ccc(C)cc1,-10.9%[76.3 µM]
CCCC(=O)Nc1c(-c2cccc(OC)c2)c(=O)c2ccccc2n1C,7.3%

# Retrieved by compound from above, six records:
SMILES,GAA glycogen
CCCCN1C(=O)/C(=C2\SC(N3CCOCC3)=NC2=O)c2ccccc21,-1.9%[76.3 µM]
Cc1ccc(OCC(=O)N2CCc3ccccc3C2)cc1,-13.0%[76.3 µM]
N/N=C(\c1ccccc1)c1cc(Cl)ccc1N,-2.3%[76.3 µM]
Cc1ccc(C(=O)Nc2ccc3c(c2)nc(CCNC(=O)c2ccco2)n3C)cc1,2.4%
O=S(=O)(Nc1ccccc1)c1ccc(NS(=O)(=O)c2cccs2)cc1,3.2%
COc1ccc(C2C(C#N)=C(N)Oc3cc(N)ccc32)cc1 (stereo not drawn),-0.8%[76.3 µM]

# Other compounds follow.
SMILES,GAA glycogen
CC(C)(C)NS(=O)(=O)c1ccc2[nH]c3c(c2c1)CCCCC3,-17.5%
COC(=O)Cc1c(C)nc(SCc2ccccc2)[nH]c1=O,-0.6%
CCOc1ccc(CN(C)CC(=O)NCc2ccc(F)cc2)cc1,3.4%
O=C(Cn1c2ccccc2c2nc3n(c(=O)c21)CCCS3)Nc1ccccc1,-12.3%[76.3 µM]
COc1ccc2oc(C(=O)NCC(Cc3ccccc3)N(C)C)c(C)c2c1 (stereo not drawn),0.7%
COc1ccc2[nH]c(C(=O)N/N=C/c3cc(OC)c(OC)c(OC)c3)cc2c1,-2.8%
Cc1nc([N+](=O)[O-])cn1CC(=O)c1ccc(F)cc1,0.2%
COc1cc(Cl)c(C)cc1NC(=O)CN1CCCCCC1,-2.9%[76.3 µM]
Cn1c(=O)[nH]c(=O)c2c1nc(SCCO)n2Cc1ccccc1Cl,-11.3%[76.3 µM]
COc1ccccc1NC(=O)Cc1nnc(SCC(=O)NC2=NCCS2)n1C,-4.4%
COc1ccc(-c2cn[nH]c2-c2ccc(O)cc2O)cc1,?
O=C(O)C[C@]1(C(=O)Nc2ccc(F)cc2)CC(/C=C/c2ccccc2)=NO1,8.1%
Cc1cc(NC(=O)C(C)C)ncc1NC(=O)c1ccco1,1.4%[76.3 µM]

# Screening results (PubChem BioAssay)
